GAA glycogen mod – alters human alpha-glucosidase cleavage of glycogen; Potency, µM (doses to about 76.4 µM), for the others: at the top dose activity change, negative = inhibition, hits mostly inhibitors; hit rate 0.38% among 300,000; P10253; recombinant GAA, glycogen substrate, Amplex Red glucose oxidase fluorescence;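 further: potency means the concentration at half of the fitted maximal effect; 0% = full enzyme reaction and -100% = no-enzyme basal signal; the screen sought inhibitors and activators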
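Recombinant human alpha-glucosidase (4 nM final) hydrolysed bovine liver glycogen (30 ug) for 40 min at 37 C in pH 5.0 citrate/phosphate with 0.01% Tween-20. Released glucose detected by glucose oxidase/Amplex Red, Ex 573/Em 610 nm. Compounds up to 77 uM; AC50 from Hill fits.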
HTT ATP protect – Huntington cell model cytoprotection by ATP luminescence; hit rate 0.14% among 230,000; AID 1471; PC12 HTT-Q103 induced, cytoprotection, ATP luminescence, 40 h; Potency, µM (highest dose often 56.4 µM), without a hit: cytoprotection (ATP increase), most hits filed as activators;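 further: potency means the concentration at half of the fitted maximal effect; % of control where 0% means no effect; nearly all actives have a fitted effect of over 45% in size; toxic huntingtin expression switched on by the ecdysone agonist tebufenozide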
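ATP quantification (ATPlite) reports survival of PC12 cells in which tebufenozide, 100 nM final, switches on Htt exon 1 with 103 glutamines linked to GFP; compounds are titrated.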
CBFb-RUNX1 inh – blocks binding between human CBF-beta and RUNX1. Q01196+Q13951. AlphaScreen CBFb-His/RUNX1-biotin binding, biochemical. Potency, µM (highest dose often 59.8 µM), for inactives: top-dose activity, negative = inhibition, most hits filed as inhibitors. 230,000 tested, under 10 active. AID 1477; further: % of control where 0% means no effect
Target sequence (Q01196 whole entry, looked up): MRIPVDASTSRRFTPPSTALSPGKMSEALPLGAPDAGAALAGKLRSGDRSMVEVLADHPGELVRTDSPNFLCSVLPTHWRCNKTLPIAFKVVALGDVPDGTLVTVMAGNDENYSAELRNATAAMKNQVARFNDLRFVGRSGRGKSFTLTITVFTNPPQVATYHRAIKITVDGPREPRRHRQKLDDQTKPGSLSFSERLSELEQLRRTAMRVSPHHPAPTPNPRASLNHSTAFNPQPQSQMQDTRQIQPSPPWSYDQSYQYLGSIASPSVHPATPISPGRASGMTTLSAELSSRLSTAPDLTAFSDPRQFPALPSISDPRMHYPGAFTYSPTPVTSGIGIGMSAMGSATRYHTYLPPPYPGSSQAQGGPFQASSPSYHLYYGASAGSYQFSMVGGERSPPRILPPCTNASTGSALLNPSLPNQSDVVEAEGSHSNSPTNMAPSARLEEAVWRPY
Target sequence (Q13951 whole entry, looked up): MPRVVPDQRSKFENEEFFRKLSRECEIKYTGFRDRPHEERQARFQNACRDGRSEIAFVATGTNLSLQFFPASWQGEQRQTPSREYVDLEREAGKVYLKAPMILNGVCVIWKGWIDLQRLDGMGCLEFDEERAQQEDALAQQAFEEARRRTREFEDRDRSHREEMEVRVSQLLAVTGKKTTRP
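Proteins preincubated together for 20 min at RT before compound addition; 15 min later, nickel and streptavidin beads were added and left 90 min prior to AlphaScreen measurement.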
LMNA splice mod – LMNA splicing modulation. HeLa LMNA splicing GFP/RFP minigene ratio, 48 h. Potency, µM (highest dose often 46.1 µM), for inactives: at the highest dose ratio change, negative = inhibition, usual class: inhibitors. hit rate 0.01% among 200,000; active means well fitted inhibition curve with a large enough effect in the signal ratio, with a control signal flat, not every such curve was filed as active; inconclusive means small, poorly fitted or top-dose-only effect, or effect the other way, or a change in a side signal; the % refers to the signal ratio; further: potency means the concentration at half of the fitted maximal effect; on the % scale 0 is the no-effect control and ±100 the full control effect
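S3 HeLa stable clones carrying a lamin A-EGFP splicing minigene plus DsRed2 were seeded at 600 cells/well in Opti-MEM with 2% FBS, pin-dosed and incubated 48 h at 37°C. Acumen cytometry (488 nm) gave the GFP/RFP total-intensity ratio.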
GAA inh – alpha-glucosidase (human) inhibition. P10253. purified human GAA, 4-MU-alpha-glucoside fluorescence. Potency, µM (doses to about 76.9 µM), for the others: top-dose activity change, negative = inhibition, hits mostly inhibitors. hit rate 0.005% among 200,000. AID 1466;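 further: potency means the concentration at half of the fitted maximal effect; plate controls were uninhibited enzyme wells for no effect and no-enzyme background for full effect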
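Human enzyme at 4 nM with 400 uM 4-methylumbelliferyl-alpha-D-pyranoside, citrate/phosphate buffer pH 5.0, 0.005% Tween-20, 20 min at room temperature. Compounds up to 77 uM. 4-MU fluorescence (Ex 365/Em 440) read after NaOH/glycine stop; AC50 from Hill fit.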
aGlu spleen mod – inhibits or activates alpha-glucosidase in human spleen homogenate | human spleen homogenate, 4-MU-alpha-glucoside fluorescence | Potency, µM (series often up to 79.9 µM), for the others: top-dose activity change, negative = inhibition, most hits filed as inhibitors | P10253 | AID 2112 | hit rate 0.006% among 240,000;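 further: potency means the concentration at half of the fitted maximal effect; 0% = enzyme with vehicle and -100% = no enzyme basal signal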
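Human spleen homogenate (1 ug) with 4-methylumbelliferyl-alpha-D-glucopyranoside (1 mM final) in 50 mM citrate/phosphate pH 5.0, 0.01% Tween-20; 40 min at 37 C. Stopped at pH 10; 4-MU fluorescence Ex 365/Em 440 nm; AC50 by Hill fit.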
HTT aggregate – reduces HttQ103-GFP aggregates in PC12 cells; PC12 HttQ103-GFP aggregates, Acumen cytometry, 40 h; Potency, µM (highest dose often 46.1 µM), without a hit: top-dose activity change, negative = inhibition, most hits filed as inhibitors; hit rate 1.1% among 220,000; AID 1688; further: potency means the concentration at half of the fitted maximal effect; on the % scale 0 is the no-effect control and ±100 the full control effect; nearly all actives have a fitted effect of over 60% in size
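Aggregates are detected as GFP objects 1–25 µm with signal 6 STDEV over background in lysates of induced PC12 cells. These carry Huntingtin exon 1 with 103 glutamines fused to GFP under an ecdysone promoter; compounds titrated.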
Starred values were filed as active, the others as inactive; ? = inconclusive; / = no result given; & = joins results of further samples; [ ] = remark or other dose. Unless noted, the call rests on the fitted dose curve; in most records, active means well fitted curve in the direction sought with a large enough effect; inconclusive means small, poorly fitted or top-dose-only effect, or another doubt; inactive means no such curve, though single readings can be large; an effect the other way counts as inactive or inconclusive.

structure	GAA glycogen mod	HTT ATP protect	CBFb-RUNX1 inh	LMNA splice mod	GAA inh	aGlu spleen mod	HTT aggregate
CCOc1ccc(-c2nnc(SCc3nnc(-c4ccccc4)o3)n2-c2ccccc2F)cc1	8%	3%[4.97 µM]	-5%	6%	-3%	2%	?
COc1cccc(C(=O)N(Cc2ccccc2)Cc2cc3cc4c(cc3[nH]c2=O)OCCO4)c1	-1%	-23%	2%	-16%	7%	1%	?
Cn1cnnc1SC(C(=O)Nc1cccc(C(F)(F)F)c1)c1ccccc1 (stereo not drawn)	-5%	-44%	3%	-5%	-10%	-20%	1%
CCNC(=O)Nc1cc(OC)c(OC)cc1C(=O)O	5%	18%[10 µM]	18%	/	/	-2%	9%[9.22 µM]
CN(CCCNC(=O)CCCOc1cc(=O)n(C)c2ccccc12)Cc1ccccc1	2%	-29%	20%	?	4%	/	19%
Cc1nc2ccccc2nc(C)c1=NOCC(=O)N(c1ccccc1)C(C)C	2%	-5%	8%	-14%[46 µM]	3%	-14%	1%
CCN(CC)S(=O)(=O)c1ccc(N2CCCCC2)c(NC(=O)/C=C/c2ccc(OC)c(OC)c2)c1	10%	8%[10 µM]	10%	-2%	-4%	3%	0%
COc1ccc(N2C(=O)C3C4C=CC(CC4)C3C2=O)c([N+](=O)[O-])c1 (stereo not drawn)	-11%	-16%	-3%	-2%	-6%	1%	1%
CCC(c1nnnn1Cc1ccc(F)cc1)N1CCN(C2CCCCC2)CC1 (stereo not drawn)	-2%	-17%[10 µM]	1%	-5%	-4%	-9%	9%
COc1nc(Nc2ccc(OC)c(Cl)c2)nc(OC)n1	-6%	-19%[0.074 µM]	2%	4%	?	-8%	3%
O=C(COc1ccccc1)NCC(=O)N/N=C/c1cccs1	-12%	7%	1%	3%	-2%	-15%	-1%
O=C(NC(=S)Nc1ccccc1N1CCCCC1)c1ccco1	-10%	26%[10 µM]	-19%	?	-2%	5%	16%

The list continues:
structure	GAA glycogen mod	HTT ATP protect	CBFb-RUNX1 inh	LMNA splice mod	GAA inh	aGlu spleen mod	HTT aggregate
CC(C)(C)CN1CCNC(=O)C1CC(=O)N1CCOc2ccccc2C1 (stereo not drawn)	-9%	-8%	6%	/	-9%	-17%	-18%
O=S(=O)(Nc1ccc(O)cc1)c1cccc2cccnc12	?	11%	-1%	-2%	-9%[15.4 µM]	-4%	-11%
O=C(CC1SC2=NCCN2C1=O)Nc1ccc(Cl)cc1 (stereo not drawn)	-5%	8%	-15%	0%	-4%	-2%	-3%
CCCC(=O)Nc1cccc(-c2nc3ccccc3o2)c1	8%	?	8%	13%	-2%	-6%	-9%
Cc1ccccc1CN1C(=O)C(C)S/C1=N/N=C/c1ccco1 (stereo not drawn)	-18%	-3%[10 µM]	6%	/	/	3%	10%[9.22 µM]
O=C1[C@H]2[C@H]3[C@H](O)[C@H](O)C/C(=N/OC[C@@H](O)COCc4ccco4)[C@H]3CC[C@@H]2C(=O)N1c1cccc(Oc2ccccc2)c1	/	-77%[inhibitor][10 µM]	3%[13.1 µM]	/	/	0%[17.4 µM]	/
COc1cccc(N2C(=O)CC(N3CCN(CCN=CC4=C(O)CC(C)(C)CC4=O)CC3)C2=O)c1 (stereo not drawn)	20%	4%[10 µM]	3%	?	-18%	2%	-7%[9.22 µM]
CC(c1ccon1)N(C)Cc1cn(Cc2ccccc2)nc1-c1ccc2c(c1)OCO2 (stereo not drawn)	-22%	-74%[inhibitor]	7%	/	-8%	2%	14µM*
CCOc1cc(C(=O)Nc2cc(C)ccc2OC)ccc1OCC(=O)N1CCCCC1	-4%	/	0%	?	-3%	-6%	2%
COc1cccc(S(=O)(=O)Nc2cccc(C(=O)N3CCOCC3)c2)c1	6%	24%[1.9 µM]	8%	0%	-2%	-7%	-21%
COc1ccc(N2C(=O)CC(n3cnc4ccccc43)C2=O)cc1 (stereo not drawn)	1%	?	0%	1%	-3%	-4%	-17%
O=C(NCCc1ccccc1)c1cccnc1	7%	-11%	4%	5%	-5%	4%	-1%[9.22 µM]

The list goes on:
structure	GAA glycogen mod	HTT ATP protect	CBFb-RUNX1 inh	LMNA splice mod	GAA inh	aGlu spleen mod	HTT aggregate
Cn1c(=O)oc2cc(S(=O)(=O)Nc3cccc(F)c3)ccc21	-3%	7%[10 µM]	2%	?	0%	-8%	-13%
CC(C)(C)C(=O)C[n+]1ccccc1	0%	-5%	7%	0%[46 µM]	-5%	-14%	2%[9.22 µM]
CCOC(=O)N1CCN(c2c(N3CCN(c4cccc(C(F)(F)F)c4)CC3)c(=O)c2=O)CC1	7%	-10%[10 µM]	5%	-8%	-11%	-3%	-7%
Clc1ccc(-c2cnn3c(-c4ccncc4)ccnc23)cc1	0%	-46%[inhibitor]	-11%	?	-7%	/	-2%
O=C1OCCC1Sc1nc2ccccc2[nH]1 (stereo not drawn)	12%	14%	9%	-1%	-3%	-3%	14%[9.22 µM]
Cn1c(NC(=O)c2ccccc2NC(=O)C(C)(C)C)nc2ccccc21	-1%	12%[10 µM]	4%	?	-6%	-11%	?
Cc1ccc(C)c(S(=O)(=O)ON2C(=O)c3ccccc3C2=O)c1	-5%	14%[10 µM]	0%	-12%	6%	-11%	?
COc1ccc(CNc2oc(-c3cccc4ccccc34)nc2C#N)cc1	?	34%[10 µM]	-26%	?	?	-3%	-21%
O=C(CC1SC(=Nc2ccccc2)N(CCO)C1=O)Nc1ccccc1 (stereo not drawn)	-8%	-2%[10 µM]	13%	/	-6%	4%	17%[9.22 µM]
CC1CCN(c2ccc(NC(=O)c3cccnc3)cc2)CC1	-5%	-39%[inhibitor]	-5%	-1%	?	-4%	-7%
CSc1nnc(-c2cc(-c3ccc(C)cc3)nc3ccccc23)o1	-1%	/	1%	?	10%	-10%	-16%
CC(C)(C)c1ccc(NC(=O)COC(=O)CCc2nc3ccccc3c(=O)[nH]2)cc1	-6%	8%[10 µM]	-17%	-4%	-3%	-1%	-16%

Carrying on.
structure	GAA glycogen mod	HTT ATP protect	CBFb-RUNX1 inh	LMNA splice mod	GAA inh	aGlu spleen mod	HTT aggregate
CC1OC(OCC2OC(Oc3c(-c4ccc(O)c(O)c4)oc4cc(O)cc(O)c4c3=O)C(O)C(O)C2O)C(O)C(O)C1O (stereo not drawn)	/	3%[1.9 µM]	8%[21.7 µM]	/	/	-1%	/
O=C(Nc1ccc(C(F)(F)F)cc1)c1cccnc1N1CCOCC1	8%	-3%	6%	3%	-6%	-20%	-8%
CC(NCc1ccc2c(c1)OCO2)C(=O)NC1CCCc2ccccc21 (stereo not drawn)	0%	-25%	2%	-9%	-14%	5%	-8%
CCOC(=O)C(C)Oc1cccc2c(=O)n(CC(=O)N3CCc4ccccc43)ccc12 (stereo not drawn)	4%	-17%	4%	-13%	-10%	7%	?
Cc1ccc(/C=C2/C(=O)c3ccc(C(=O)O)cc3C2=O)o1	?	-14%[10 µM]	?	-2%[46 µM]	-7%	3%	16%[9.22 µM]
CSc1nnc2c(n1)OC(c1cccn1C)N(C(C)=O)c1ccccc1-2 (stereo not drawn)	1%	-16%	2%	-2%	3%	-4%	-9%
CC(C(=O)Nc1ccccc1Cl)c1ccc([N+](=O)[O-])cc1 (stereo not drawn)	24%	/	-7%	-8%[46 µM]	-1%	-1%	13%
COc1ccc(-c2csc3[nH]c(=S)n(-c4ccccc4)c(=O)c23)cc1OC	0%	/	-5%	28%	5%	7%	-10%
O=S(=O)(c1cnc(Cl)c(Br)c1)N1CCN(c2ncccn2)CC1	6%	16%[10 µM]	-3%	/	-2%	11%	-1%[9.22 µM]
COc1ccccc1OC(=O)c1cc(Cl)nc2ccccc12	-3%	-9%[10 µM]	12%	-14%	3%	-4%	19%
Cc1ccccc1NS(=O)(=O)c1ccc(C(=O)N2CCN(c3ccccn3)CC2)cc1	-6%	-21%	27%	?	1%	-15%	-29%
COC(=O)C1=NNC2(c3ccc(Cl)cc3)C(=O)N(c3ccccc3)C(=O)C12 (stereo not drawn)	17%	19%[10 µM]	-14%	2%	-4%	-8%	-5%

Remaining list, next part:
structure	GAA glycogen mod	HTT ATP protect	CBFb-RUNX1 inh	LMNA splice mod	GAA inh	aGlu spleen mod	HTT aggregate
Cc1ccc(NC(=S)Nc2ccc3cn[nH]c3c2)cc1C	-16%	18%[10 µM]	5%	-9%	-3%	4%	-27%
Cc1ccc(NC(=O)Cn2ccsc2=N)c([N+](=O)[O-])c1	7%	-6%	5%	/	-6%	0%	2%
Cc1nc(C(=O)N2CCc3c([nH]c4ccccc34)C2c2ccccn2)cs1 (stereo not drawn)	16µM*	-16%[10 µM]	-3%	-21%[46 µM]	?	-8%	-15%[9.22 µM]
CCCC(CCC)C(=O)O	/	22%	12%	-2%&-4%	/	17%&3%&1%&3%	5%
O=C(N/N=C/c1ccc(-c2ccc([N+](=O)[O-])cc2)o1)[C@H]1C[C@@H]1c1ccccc1	-1%	3%[10 µM]	4%	/	/	3%	4%[9.22 µM]
CC1(C)Cc2c(sc3nnn(Cc4ccccc4)c(=O)c23)CO1	2%	-38%[10 µM]	7%	?	-11%	-3%	-1%
Cc1ccccc1Cn1ccc(NC(=O)c2cc3nc(-c4ccco4)cc(C(F)(F)F)n3n2)n1	-4%	-15%[10 µM]	8%	5%	?	-2%	16%
Cc1cccc2cc(CN(Cc3ccc(F)cc3)Cc3nnnn3C3CCCC3)c(=O)[nH]c12	2%	-29%	3%	5%	-9%	-2%	2%
CCOC(=O)c1cnn(-c2cc(C(C)(C)C)nc3c(-c4ccccc4)c(C)nn23)c1N	-1%	3%	4%	3%	-5%	-1%	3%
Cc1ccc(C(N)=Nc2ccccc2)cc1	7%	-6%&32%[10 µM]	1%	/	6%	10%	11%[9.22 µM]
CCOc1ccc(CCNC(=O)COC(=O)c2ccc(OC)c(OC)c2OC)cc1OCC	0%	11%[10 µM]	-1%	10%[46 µM]	-11%	-12%	7%
Cc1ccc2c(c1)NC(c1cccs1)C1=C(CC(C)(C)CC1=O)N2 (stereo not drawn)	-1%	/	2%	-2%[46 µM]	-9%	-4%	2%
Cc1nc2cc(-c3ccccc3)nn2c(C)c1CCC(=O)N1CCN(c2ccccn2)CC1	6%	-12%	-4%	4%	-1%	1%	8%

Screening results: PubChem, National Center for Advancing Translational Sciences (NCATS)
